Screening data: PubChem BioAssay, NMMLSC
QS inhibitor: S. aureus quorum sensing inhibitors, primary screen, RNAIII-GFP reporter, flow cytometry; actives 0.3% (n = 24,000); AID 527, 2006; S. aureus RN6390 RNAIII-GFP reporter, AIP-induced, flow cytometry 3 h; inhibition, % at 2 µM;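 active means share of bacteria positive for the green fluorescent reporter and its mean brightness both inhibited by 50% or more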;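 further: 0% = AIP-stimulated control and 100% = unstimulated bacteria without AIP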
QS inhibitor GFP MFI %: second read-out of QS inhibitor, no call of its own (marks repeat the call); inhibition, %; measured here: inhibition of GFP MFI
Numbers without * were called inactive. A portion of the library; rates above refer to the full screens.

SMILES	QS inhibitor	QS inhibitor GFP MFI %
COC(=O)CS(=O)(=O)c1nnc([C@H](Cc2ccccc2)NC(=O)OC(C)(C)C)o1	-2.4	-4.8
Nn1c(Cc2ccccc2F)nnc1SCC(=O)N1CC(=O)Nc2ccccc21	-3.6	-12.7
COc1ccc(CNC(=O)C(C)NC(=O)c2cc3ccccc3o2)cc1 (stereo not given)	-7.5	-13.9
O=C1c2ccccc2C(=O)N1C/C=C/c1ccccc1	0.5	-14.3
COc1ccc(/C(O)=C2/C(=O)C(=O)N(CCCN(C)C)C2c2ccco2)cc1Cl (stereo not given)	-0.6	2.8
O=c1cc(CSc2nnnn2-c2ccccc2)nc2scc(-c3ccccc3)n12	2.8	9.1
COc1ccc(-c2noc(CCC(=O)NCc3cc(Br)ccc3OC)n2)cc1	-2.2	1.6
Cc1ccc(-c2nnn(Cc3nc(N)nc(N4CCOCC4)n3)n2)cc1	0.8	1.4
COc1ccc(N2CCN(CCCNC(=O)C3(S(=O)(=O)c4ccc(Cl)cc4)CC3)CC2)cc1	-3.5	7.5
Cc1cc(NC(=O)CSc2nc3c([nH]c4ccccc43)c(=O)n2-c2cccc(C(F)(F)F)c2)no1	11.5	17.8
COc1ccc(C2C(C(=O)O)CC(=O)N2c2ccc(OC)cc2)cc1 (stereo not given)	-0.6	6.4
CCOC(=O)c1cc(-c2ccccc2)n(CC(=O)N2CCCC2)c1C	-5.4	-21.5
COC(=O)c1ccccc1NC(=O)Nc1nnc(N2CCCCC2C)s1 (stereo not given)	-1.2	-1.8
COc1ccc(-n2c(CNC(=O)c3ccc(S(=O)(=O)N4CCCC4)cc3)n[nH]c2=S)cc1	19.0	29.4
O=C(Cc1c(C(=O)O)[nH]c2ccccc12)NCCN1CCN(c2cccc(Cl)c2)CC1	-3.0	-27.0
CC1CCc2cc(F)cc3c(O)c(C(=O)NCC4CCCO4)c(=O)n1c23 (stereo not given)	-0.8	-4.5
NC(=O)c1cccn1Cc1ccccc1Cl	-0.7	9.8
Cc1cc(NCC2CCCO2)n2c(nc3ccccc32)c1C#N (stereo not given)	-0.1	2.5
Cc1ccc(N(C)C(=O)N2CCN(S(=O)(=O)c3ccc(C)cc3)CC2)cc1	-1.0	-10.2
CCCSc1ncnc2c1oc1ccccc12	-2.7	-8.2

Random excerpt: 2 entries already listed
SMILES	QS inhibitor	QS inhibitor GFP MFI %
O=C1c2ccccc2C(=O)N1C/C=C/c1ccccc1	0.5	-14.3
O=c1cc(CSc2nnnn2-c2ccccc2)nc2scc(-c3ccccc3)n12	2.8	9.1

More records.
SMILES	QS inhibitor	QS inhibitor GFP MFI %
CC(=O)c1cccc(NC(=O)C2CCCN(S(=O)(=O)c3cccc4cccnc34)C2)c1 (stereo not given)	13.7	48.7
COc1ccc(-c2nc(CS(=O)CC(=O)NCc3cccnc3)c(C)o2)cc1 (stereo not given)	-0.8	2.9
COc1cc2nc(N(C)C)nc(N)c2cc1OC	-0.4	3.4
COC(=O)c1cc2c(s1)-c1ccccc1OC2	2.6	33.5
Cc1cc(C)n(-c2ccc(C(=O)Nc3ccc4c(c3)OCCO4)cc2)n1	-0.2	6.5
COc1ccccc1CNC(=O)CCCNS(=O)(=O)c1cccc2nsnc12	0.9	5.3
COc1ccc(CCNC(=O)c2oc3ccc(S(=O)(=O)N4CCOCC4)cc3c2C)cc1OC	7.9	23.4
CCc1ccccc1OCCCCN1CCCC1	-0.2	2.8
Cc1nc(C)c(C(=O)Nc2nc3c(C)cccc3s2)o1	3.2	12.4
O=C(Cc1ncn[nH]1)NCCc1ccccc1	-1.9	6.6
CCCNC(=O)N1CCN(c2nc(C(C)C)c3c(c2C#N)CC(C)(C)OC3)CC1	1.1	4.4
COc1cccc(-c2nc(CS(=O)CC(=O)O)c(C)o2)c1 (stereo not given)	-4.8	-40.2
O=C(NCCO)c1cc2ccccc2cc1O	0.1	4.1
CCC1Oc2ccc(C)cc2N(CC(=O)N(Cc2cccnc2)Cc2ccc(C)o2)C1=O (stereo not given)	-0.8	-5.9
Cc1cc(C)c(NC(=O)Cn2cc3c(n2)CCCC3)c(C)c1	-2.2	-3.6
CCC1Oc2ccc(C)cc2N(CC(=O)NCc2ccccc2OC)C1=O (stereo not given)	-2.2	-11.8
COc1ccc(NC(=O)c2cc(C(C)C)on2)c(OC)c1	-4.5	-42.2
Cc1ccc(Cn2ccc(NC(=O)c3cc(C(C)C)on3)n2)cc1	-5.7	-11.2
O=C(NC1CCCCC1)C(c1ccccc1)N1CCOCC1 (stereo not given)	-3.0	-2.4
CCOC(=O)c1[nH]c(C)c(C(=O)NC2CCCCCC2)c1C	-9.3	1.7

Exported as comma-separated lines: entries from further up.
compound,QS inhibitor,QS inhibitor GFP MFI %
Cc1ccc(Cn2ccc(NC(=O)c3cc(C(C)C)on3)n2)cc1,-5.7,-11.2
O=C(NC1CCCCC1)C(c1ccccc1)N1CCOCC1 (stereo not given),-3.0,-2.4
COc1cccc(-c2nc(CS(=O)CC(=O)O)c(C)o2)c1 (stereo not given),-4.8,-40.2
CCOC(=O)c1[nH]c(C)c(C(=O)NC2CCCCCC2)c1C,-9.3,1.7
O=C(NCCO)c1cc2ccccc2cc1O,0.1,4.1
Cc1cc(C)c(NC(=O)Cn2cc3c(n2)CCCC3)c(C)c1,-2.2,-3.6

(further entries)
SMILES	QS inhibitor	QS inhibitor GFP MFI %
COc1ccc(OC)c(CCNC(=O)CC2Oc3ccccc3NC2=O)c1 (stereo not given)	-0.5	-3.3
O=C(NCCN1CCOCC1)C1CCN(S(=O)(=O)N2CCCCC2)CC1	-6.3	-24.7
CC(=O)N1CCC(N(CCN2CCOCC2)C(=O)Nc2ccc(Cl)c(Cl)c2)CC1	-2.0	-2.7
CC(NC(=O)CCNS(=O)(=O)c1ccc2c(c1)c(=O)n(C)c(=O)n2C)c1ccccc1 (stereo not given)	-4.1	-1.1
OCCN1CCN(CC(O)COc2ccc3ccccc3c2)CC1 (stereo not given)	-0.3	9.8
COc1cc(NC(=O)C2CCCN(S(=O)(=O)c3cnc[nH]3)C2)cc(OC)c1 (stereo not given)	0.1	-4.8
CN(C)[C@@H]1C(=O)C(C(N)=O)=C(O)[C@@]2(O)C(=O)C3=C(O)c4c(O)ccc(Cl)c4[C@@H](O)[C@H]3C[C@@H]12	-12.8	-28.0
CC(C)CCNC(=O)C1CCN(S(=O)(=O)c2ccc3c(c2)CCC(=O)N3)CC1	0.6	15.4
CCOc1cc(S(=O)(=O)N2CCC(Cc3ccccc3)CC2)c(OCC)cc1-n1cnnn1	-0.8	2.2
CCN1C(=O)NC(c2cc(Br)ccc2OC)C(C(=O)OC)=C1C (stereo not given)	2.6	6.9
CCC(OC(=O)c1cccs1)C(=O)NCc1ccco1 (stereo not given)	-0.5	-13.1
C=CCNC(=O)CN(c1cccc(Br)c1)S(C)(=O)=O	-2.9	-51.1
Cc1cc(C)n2cc(CSc3nnnn3C)nc2n1	0.6	2.7
O=C(Cn1cnc2c(nnn2Cc2ccc(Cl)cc2)c1=O)NC1CCCC1	-1.1	-4.1
O=C(NCc1cccs1)C1CCN(S(=O)(=O)c2cccc3cccnc23)CC1	-2.1	-5.9
CCCCNC(=O)C(C#N)c1nc2ccccc2nc1N1CCCC1 (stereo not given)	0.0	-49.4
CCOC(=O)N1CCN(c2c(N3CCOCC3)c(=O)c2=O)CC1	-4.8	-32.3
O=C(Nc1cccc(F)c1)C1C2C=CC3(CN(CCCN4CCOCC4)C(=O)C13)O2 (stereo not given)	-0.6	-11.1
CCOc1ccc2nc(SCc3ccc(C(=O)OC)o3)[nH]c2c1	1.9	13.3
COc1ccc(NC(=O)C2CCCN(S(=O)(=O)c3cccc4cccnc34)C2)cc1OC (stereo not given)	-0.4	-9.5
O=S1(=O)CCN2C(=N1)SC1=C2CCN(Cc2ccccc2)C1	-1.7	-9.4
O=C(c1ccccc1)c1coc2ccc(O)c(Cl)c12	-3.2	-8.0
CC(=O)Nc1ccc(S(=O)(=O)NCc2ccc(C(=O)NCCN3CCCCCC3)cc2)cc1	9.3	20.4
CCOC(=O)c1ccccc1NC1c2ccccc2C(=O)N1C1CCN(C(=O)OCC)CC1 (stereo not given)	2.4	17.3
COc1ccc(OC)c(C2=NOC(C(=O)Nc3cccnc3)C2)c1 (stereo not given)	-1.5	3.8
COC(=O)c1c(C#N)c(N)nc2c1CCC2	-4.3	-11.5
COc1ccc(S(=O)(=O)N2CCN(Cc3ccc4c(c3)OCO4)CC2)c2ccccc12	25.3	32.0
Cn1c(C(=O)NCc2ccccn2)cc2c(=O)n(C)c3ccccc3c21	-3.6	-15.3
CCN1CCN(Cc2nc3c(c(=O)n(C)c(=O)n3C)n2CC(=O)c2ccccc2)CC1	0.0	4.7
COCCNC(=O)CSc1nc2ccccc2c(=O)n1CCCC(=O)NCc1ccccc1	-1.8	-23.3
Cc1c(C(=O)OC2CCCC2C)[nH]c2c1C(=O)CCC2 (stereo not given)	5.6	11.9
COCCNc1nc(SCC(=O)N2CCN(c3ccccc3OC)CC2)nc2ccccc12	-3.6	-22.1
CCOC(=O)CSc1nc2nc(C)cc(C)n2n1	-1.1	-1.2
COc1cc([C@@H]2[C@H]3CN(C)CC=C3C(C#N)=C(N)C2(C#N)C#N)cc2c1OCO2	8.8	16.9
O=C(Nn1cnc2ccccc2c1=O)c1ccccc1Cl	1.3	13.5
COc1ccc(C2CC(c3ccc(F)cc3)Nc3nc(N)nn32)cc1OC (stereo not given)	-3.5	-20.1
Cc1csc(NC(=O)CNS(=O)(=O)c2cccs2)n1	4.2	18.1
O=C(NCc1cccnc1)c1cc(-c2ccco2)on1	-8.5	-23.2
O=C(NCc1ccco1)C(NS(=O)(=O)c1cccc2nsnc12)c1ccccc1 (stereo not given)	5.5	26.0
CCCN1C2CCCC1CC(NC(=O)Nc1cccc(C(C)=O)c1)C2 (stereo not given)	-1.0	-17.2
Cn1cc(C(=O)NC2CCCCCCC2)c(=O)c2cc(S(=O)(=O)N3CCCC3)ccc21	1.5	11.4
COc1ccc(OC)c(NS(=O)(=O)Cc2ccccc2)c1	-0.1	5.8
CC(C(=O)OCn1nnc2ccccc2c1=O)N1C(=O)c2ccccc2C1=O (stereo not given)	-2.6	4.9
Cc1ccc(S(=O)(=O)NCCn2c(C)cc3ccccc32)cc1	-1.0	-5.9
Cc1ccc(C)c(Cn2c(=O)n(CCCC(=O)NCc3ccco3)c(=O)c3ccccc32)c1	4.9	7.2
CCC(Sc1ccc(C(=O)O)cc1)C(=O)O (stereo not given)	-0.3	3.4
CCCCCCn1c(SCCCC)nc2c1c(=O)[nH]c(=O)n2C	2.7	27.3
O=C(C(Cc1ccccc1)n1cccc1)N1CCCCC1 (stereo not given)	-3.3	6.4
Cc1ccc(NS(=O)(=O)c2ccc3c(c2)oc(=O)n3C)cc1F	0.7	5.6
Cc1oc(-c2cccs2)[n+]([O-])c1C	-1.3	-8.8
(listing goes on)
SMILES	QS inhibitor	QS inhibitor GFP MFI %
COc1ccc(C(=O)NCCC(C)C)cc1S(=O)(=O)N1CCOCC1	-0.8	-13.7
O=C(O)[C@H](Cc1ccccc1)N1Cc2ccccc2C1=O	-10.7	-31.8
CCOc1ccc(-n2c(SC)nc3c(c2=O)SCC3)cc1	10.0	24.0
Cc1ccc(-n2nnnc2SCC(=O)Nc2c(C)n(C)n(-c3ccccc3)c2=O)cc1	0.0	18.6
COc1ccc(C2C3=C(CCCC3=O)Nc3nc(SCc4ccc(C(=O)O)cc4)nn32)cc1OC (stereo not given)	-1.6	-2.8
O=C(NCCN1CCN(c2ccccc2)CC1)C1(S(=O)(=O)c2ccc(Cl)cc2)CC1	-2.2	-8.6
CCOC(=O)CN1CC23C=CC(O2)C(C(=O)NCc2cccs2)C3C1=O (stereo not given)	9.5	13.8
O=C(CSc1nc2ccccc2[nH]1)c1ccc2c(c1)OCO2	1.2	15.6
CCCc1nnc(NC(=O)CCC(=O)N2CCN(CCOc3ccc(C)cc3)CC2)s1	-1.9	-39.2
O=C1Nc2ccccc2C(O)(C(=O)NCc2ccco2)N1c1ccc(Cl)c(Cl)c1 (stereo not given)	-0.7	-31.6

A section from the list above:
SMILES	QS inhibitor	QS inhibitor GFP MFI %
COc1ccc(C2C3=C(CCCC3=O)Nc3nc(SCc4ccc(C(=O)O)cc4)nn32)cc1OC (stereo not given)	-1.6	-2.8
O=C(NCCN1CCN(c2ccccc2)CC1)C1(S(=O)(=O)c2ccc(Cl)cc2)CC1	-2.2	-8.6
CCOC(=O)CN1CC23C=CC(O2)C(C(=O)NCc2cccs2)C3C1=O (stereo not given)	9.5	13.8
O=C(CSc1nc2ccccc2[nH]1)c1ccc2c(c1)OCO2	1.2	15.6

Next part
SMILES	QS inhibitor	QS inhibitor GFP MFI %
CCOc1ccc(CN2C(=O)c3ccccc3C2C(=O)NCc2cccnc2)cc1 (stereo not given)	1.8	14.9
COc1cc2[nH]c(=O)n(CCCC(=O)N3CC=C(c4ccccc4)CC3)c(=O)c2cc1OC	0.7	5.4
Cc1cc(C(=O)OCC(=O)N2c3ccccc3CC2C)c(C)o1 (stereo not given)	0.6	0.5
CC1CCCN(C(=O)C2CCN(S(=O)(=O)c3cccc4cccnc34)CC2)C1 (stereo not given)	4.6	6.6
c1cn(C23CC4CC(CC(C4)C2)C3)cn1	-0.7	-1.7
Cc1ccc(/C=N/n2c(C)nnc2C)s1	8.2	14.6
CCOc1ncccc1C(=O)Nc1cccc(C(=O)Nc2cccc(S(=O)(=O)CCO)c2)c1	-5.2	-21.9
Cc1oc(-c2ccccc2)nc1CS(=O)CC(=O)N1CCc2ccccc2C1 (stereo not given)	0.0	1.1
CCOC(=O)N1CCN(C(=O)CC(C(=O)N2CCc3ccccc32)n2ccnc2)CC1 (stereo not given)	-6.3	-19.3
Cc1ccc(N(C)C(=O)N2CCN(c3ccccn3)CC2)cc1	0.3	-1.8
CC1=C(C(=O)N2CCOCC2)C(c2ccccc2F)C2=C(CCCC2=O)N1 (stereo not given)	-2.4	-5.3
